Sm TGR block = S. mansoni TGR enzyme inhibition. Q962Y6. purified TGR, DTNB reduction, TNB absorbance 405 nm. Potency, µM (doses to about 114 µM), without a hit: top-dose activity change, negative = inhibition, actives largely listed as inhibitors. 360,000 tested, 3% active. AID 485364; also: potency is read from the fitted curve at half-maximal effect; nearly all actives have a fitted effect of over 60% in size
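First, TGR (20 nM dispensed) and NADPH were mixed with compound. Second, a 15 min room-temperature incubation followed. Third, further NADPH and then DTNB were added to start the reaction. Finally, TNB absorbance was monitored kinetically.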
Tb PYK inh = inhibitors of Trypanosoma brucei pyruvate kinase; TbPYK enzyme, Kinase-Glo Plus ATP luminescence, 45 min; 410,000 tested, 0.12% active; Potency, µM (titrated, usually from 76.8 µM), for the others: at the top dose activity, negative = inhibition, actives largely listed as inhibitors; Q57TT1; AID 624173; also: potency is read from the fitted curve at half-maximal effect; nearly all actives have a fitted effect of over 50% in size
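Quantitative HTS: titrated library compounds versus trypanosomal pyruvate kinase in TEA buffer (pH 7.2) containing KCl, MgCl2, BSA and Tween-20. Reactions were initiated with ADP, 130 uM final. Kinase-Glo Plus luminescence was read after 45 min at RT.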
AmpC inh detg = inhibitors of E. coli AmpC beta-lactamase with detergent; P00811; AmpC hydrolysis of nitrocefin, absorbance 480 nm, 0.01% Triton; Potency, µM (series often up to 114 µM), for inactives: at the top dose activity change, negative = inhibition, most hits filed as inhibitors; 370,000 tested, 0.041% active; AID 485294;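 also: potency is read from the fitted curve at half-maximal effect; 0% = no-compound wells and -100% = no-enzyme wells; nearly all actives have a fitted effect of over 25% in size; some results filed as inactive show a strong effect at the top dose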
Target sequence (P00811 whole entry, looked up): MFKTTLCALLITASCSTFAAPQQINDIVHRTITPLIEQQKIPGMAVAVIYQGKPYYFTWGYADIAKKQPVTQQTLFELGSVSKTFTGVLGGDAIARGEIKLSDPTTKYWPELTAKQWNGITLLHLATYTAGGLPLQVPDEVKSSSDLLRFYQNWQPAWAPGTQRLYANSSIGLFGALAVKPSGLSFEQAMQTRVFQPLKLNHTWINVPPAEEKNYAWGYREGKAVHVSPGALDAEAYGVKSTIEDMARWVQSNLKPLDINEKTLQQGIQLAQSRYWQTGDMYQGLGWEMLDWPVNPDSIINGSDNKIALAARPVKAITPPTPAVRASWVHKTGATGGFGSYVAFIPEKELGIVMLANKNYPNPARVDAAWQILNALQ
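AmpC (5.3 nM in the dispensed reagent) in 20 mM phosphate pH 7.0 with 0.01% (detergent screen) or 0.0001% Triton X-100 was preincubated with compounds for 15 min at room temperature. Nitrocefin was then added from an 800 uM solution, and hydrolysis was followed at 480 nm.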
AmpC no deterg = blocks E. coli AmpC beta-lactamase in detergent-free assay. AmpC nitrocefin hydrolysis, absorbance 480 nm, 0.0001% Triton. P00811. Potency, µM (highest dose often 57.1 µM), inactives show top-dose activity change, negative = inhibition, most hits filed as inhibitors. 330,000 tested, 0.52% active;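 also: potency is read from the fitted curve at half-maximal effect; plate controls were no compound for no effect and no enzyme for full effect; nearly all actives have a fitted effect of over 20% in size; some results filed as inactive show a strong effect at the top dose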
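20 mM phosphate pH 7.0 + 0.01% (detergent screen) or 0.0001% Triton X-100; 5.3 nM AmpC reagent; cpd preinc 15 min RT; nitrocefin (800 uM stock) to start; A480 q20 s × 4 min; Activity was normalised to no-enzyme and no-compound control wells.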
HCMV inh = blocks human cytomegalovirus replication; HFF cells, HCMV-luciferase reporter, 72 h; stronger effect = lower value; activity change, negative = inhibition, % at 57.5 µM; 410,000 tested, 4.5% active; in the data active = activity change below about -60%; inconclusive = no clear call, values can overlap the other calls; inactive = above about -39%
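Two compound doses tested in HFFs infected with HCMV-luciferase, MOI 1 PFU/cell, 72 h at 37C. Lysate luminescence read with OneGlo; data normalized against buffer-only and 10uM Salinomycin inhibitor controls.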
AMA1 RON2 block = inhibitors of Plasmodium falciparum AMA1-RON2 interaction; AlphaScreen AMA1-biotinylated RON2 peptide binding; Potency, µM (doses to about 58.2 µM), inactives show at the highest dose activity change, negative = inhibition, most hits filed as inhibitors; 360,000 tested, 0.2% active; AID 720542;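 also: potency is read from the fitted curve at half-maximal effect; 0% = vehicle wells and -100% = peptide control; nearly all actives have a fitted effect of over 45% in size; some results filed as inactive show a strong effect at the top dose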
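AMA1 (3D7) with his tag at 25 nM final met compounds first, then biotinylated RON2 peptide at 25 nM; detection used donor plus acceptor beads, 10 µg/mL apiece, read by AlphaScreen after 30 min at room temperature.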
LmPK inhibitor = blocks Leishmania mexicana pyruvate kinase activity. 290,000 tested, 0.37% active. Q27686. purified LmPK, Kinase-Glo ATP luminescence, 1 h. Potency, µM (top dose mostly 57.5 µM), without a hit: at the top dose activity change, negative = inhibition, most hits filed as inhibitors; also: potency is read from the fitted curve at half-maximal effect
Target sequence (Q27686 whole entry, looked up): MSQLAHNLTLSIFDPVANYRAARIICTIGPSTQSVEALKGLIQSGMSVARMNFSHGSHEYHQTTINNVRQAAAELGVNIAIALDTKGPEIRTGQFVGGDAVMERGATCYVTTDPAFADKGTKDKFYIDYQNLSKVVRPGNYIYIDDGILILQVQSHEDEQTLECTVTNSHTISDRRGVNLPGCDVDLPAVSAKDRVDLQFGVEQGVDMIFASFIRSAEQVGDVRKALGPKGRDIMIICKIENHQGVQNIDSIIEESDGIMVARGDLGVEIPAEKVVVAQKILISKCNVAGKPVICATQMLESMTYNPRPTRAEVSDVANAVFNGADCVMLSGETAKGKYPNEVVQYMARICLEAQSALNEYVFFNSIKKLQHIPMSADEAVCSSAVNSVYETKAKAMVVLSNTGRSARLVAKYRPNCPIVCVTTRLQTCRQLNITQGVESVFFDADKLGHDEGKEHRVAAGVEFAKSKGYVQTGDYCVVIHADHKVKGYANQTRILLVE
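Purified LmPK (0.1 nM) converted ADP (0.1 mM) to ATP with PEP (0.5 mM) in imidazole buffer pH 7.2 with KCl and MgCl2, 1 h at room temperature. ATP was read by Kinase-Glo luminescence; data normalized to uninhibited and no-enzyme controls.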
Numbers without * were called inactive; ? = inconclusive; . = no result given; [ ] = another dose, or the depositor's remark. Unless noted, calls follow the shape of the dose curve; as a rule, active = well fitted curve in the direction sought with a large enough effect; inconclusive = small, poorly fitted or top-dose-only effect, or another doubt; inactive = no such curve, though single readings can be large; an effect the other way counts as inactive or inconclusive. Unless noted, % is scaled to controls: 0 for no effect and ±100 for the full control effect. This is a random part of the collection, and some 7.4% of all compounds hit somewhere here.

compound,Sm TGR block,Tb PYK inh,AmpC inh detg,AmpC no deterg,HCMV inh,AMA1 RON2 block,LmPK inhibitor
CCCn1c(SCC(=O)NC)nc2sc3c(c2c1=O)CCC3,-4%,-3%,-5%,-14%,35,2%,0%
CCSc1nc2n(n1)C(c1ccc(C(=O)O)cc1)C(C(=O)Nc1ccccc1C)=C(C)N2 (centres undefined),7%,-18%,4%,.,10,.,.
C[C@]12CCC3C(CCC4=C/C(=N/OCC(=O)NC(CCC(=O)O)C(=O)O)CC[C@@]43C)C1CCC2O (some centres undefined),8%,-14%,-14%,-6%,-6,37%[activator],4%
O=C(c1ccc(Cl)c(F)c1F)N1CCOCC1,-1%,-1%,?,-9%,6,-1%,-1%
COCCCNC(=O)/C(=C\c1cccn1C)NC(=O)c1cccs1,-2%,-3%,-10%,-11%,-12,-5%,0%
S=C(NCc1ccccc1)N1CCN(C2CCCCC2)CC1,1%,-21%,-1%,11%,0,-6%,3%
O=C(Nc1cc(Cl)ccc1Cl)C1CC(=O)N(c2ccccc2)C1 (centres undefined),7%,-2%,4%,-20%,?,6%,1%
Cc1cc(C)c(S(=O)(=O)N2CCN(C(=O)c3cc4ccccc4o3)CC2)c(C)c1,-6%,-1%,0%,-14%,-11,0%,.
c1ccc(CCCNc2ncnc3nc[nH]c23)cc1,-2%,-10%,-14%,-16%,5,16%,-5%
CN1C(=O)/C(=C/c2ccc(O)c([N+](=O)[O-])c2)NC1=S,?,-5%,-3%,-16%,10,15%,-12%

compound,Sm TGR block,Tb PYK inh,AmpC inh detg,AmpC no deterg,HCMV inh,AMA1 RON2 block,LmPK inhibitor
C=C(C)Cn1c(SCC(=O)Nc2cccc(Cl)c2)nc2sc3c(c2c1=O)CCCC3,-1%,-2%,-6%,.,-2,.,.
COc1ccc(S(=O)(=O)N2CCC(C(=O)N[C@@H](C)C(=O)NC3CCCC3)CC2)cc1,-13%,-28%,1%,-15%,-38,-14%,-3%
O=C(Oc1ccc(N2C(=O)CCC2=O)cc1)c1ccccc1Cl,-9%,-12%,-11%,-43%,-28,-1%,-1%
Cc1cccc(OCc2nnc(SCC(=O)NCCc3ccccc3)o2)c1,5%,4%,1%,0%,-30,0%,0%
COc1ccc(NC(=O)CCCc2nnc3n(C(C)C)c(=O)c4sccc4n23)cc1Cl,3%,-7%,15%,.,?,.,.
Cc1ccc(S(=O)c2snnc2C)cc1 (centres undefined),-34%,-3%,?,-15%,18,-14%,-5%
Cc1cc(S(=O)(=O)Nc2cccc([N+](=O)[O-])c2)c(C)s1,-20%,6%,-4%,-41%,-40,-16%,7%
COc1ccc(-c2cc(-c3ccccc3)nc(SCC(=O)Nc3ccccc3F)c2C#N)cc1,-1%,8%,3%,.,-16,.,.
CC1CCCCC1NC(=O)C1CCN(S(=O)(=O)N2CCCCCC2)CC1 (centres undefined),6%,-11%,-3%,3%,1,0%,-3%
CCOC(=O)COn1c(-n2nc(C)cc2C)nc2ccccc2c1=O,13%,-17%,-7%,4%,-27,-3%,-6%

compound,Sm TGR block,Tb PYK inh,AmpC inh detg,AmpC no deterg,HCMV inh,AMA1 RON2 block,LmPK inhibitor
CN1CCN(C(=O)C2CCN(S(=O)(=O)c3ccc4c(c3)oc(=O)n4C)CC2)CC1,-2%,2%,-3%,-18%,56,8%,9%
O=C(NCC(c1ccco1)N1CCc2ccccc2C1)c1cccc(F)c1 (centres undefined),-3%,2%,-10%,-16%,-6,-1%,.
Cc1cc(C(=O)CCC(=O)Nc2ccc(C(N)=O)cc2)c(C)s1,.,3%,.,.,92,3%,.
Cc1cccc(Nc2nc(-c3ccc(O)c(O)c3)cs2)n1,?,-13%,-3%,-21%,182,-15%,?
CC(=O)c1ccc(NS(=O)(=O)c2ccc3c(c2)NC(=O)CCS3)cc1,-1%,-7%,-1%,.,10,.,.
c1ccc(OCCCCn2cnc3ccccc32)cc1,-1%,-1%,-8%,-4%,-23,-5%,0%
CCOC(=O)C(NC(C)=O)C(O)c1ccc([N+](=O)[O-])cc1 (centres undefined),6%,-5%,-7%,-5%,?,-3%,-6%
CCc1ccccc1NC(=O)CNC(=O)c1ccccc1OCc1c(C)noc1C,3%,14%,-7%,6%,-32,-4%,.
O=C(/C=C/c1ccccc1Cl)NC1CCS(=O)(=O)C1 (centres undefined),0%,-24%,0%,-17%,-1,4%,5%
CC(Oc1ccc(Br)cc1)C(=O)N1CCC(C(N)=O)CC1 (centres undefined),0%,0%,?,-16%,0,2%,2%

compound,Sm TGR block,Tb PYK inh,AmpC inh detg,AmpC no deterg,HCMV inh,AMA1 RON2 block,LmPK inhibitor
CCn1c(CC(=O)Nc2ccc(C)c(Cl)c2)nnc1SCC(=O)Nc1nc(C)cs1,-1%,3%,-11%,3%,80,-8%,3%
N#CNC(=Nc1ccc(Cl)cc1)Oc1ccccc1,14%,4%,-9%,-18%,-21,-7%,0%
Cc1ccccc1OCCC(=O)OCC(=O)NCCNC(=O)COC(=O)CCOc1ccccc1C,-13%,-9%,?,172%[activator],-17,0%,.
O=C(C(=C1N(Cc2ccc(Cl)nc2)CCN1Cc1ccc(Cl)nc1)[N+](=O)[O-])C(Cl)Cl,-12%,-4%,1%,15%,-4,-2%,-5%
O=C(C(=O)N1CCOCC1)c1cn(CC(=O)N2CCCCC2)c2ccccc12,1%,-9%,-6%,-1%,3,5%,1%
COc1ccccc1-c1cn[nH]c1-c1ccc(OCc2ccc(F)cc2)cc1O,0%,-4%,4%,7.1µM*,-31,77%[activator],7%
CCC/C=N/O,-1%,3%,-2%,0%,13,7%,.
COc1cc(/C=N/NC(=O)Nc2cccc3nsnc23)cc(OC)c1OC,-7%,-8%,0%,?,-4,-9%,-3%
Cc1onc(-c2ccncc2)c1C(=O)O,3%,1%,-11%,-31%,42,0%,-5%
CN1C2CCC1CC(NC(=O)CSc1ccc(Cl)cc1)C2 (centres undefined),22%,1%,5%,-9%,10,-4%,-1%

A draw from above in order of number of heavy atoms, highest first.
compound,Sm TGR block,Tb PYK inh,AmpC inh detg,AmpC no deterg,HCMV inh,AMA1 RON2 block,LmPK inhibitor
O=C(C(=O)N1CCOCC1)c1cn(CC(=O)N2CCCCC2)c2ccccc12,1%,-9%,-6%,-1%,3,5%,1%
COc1cc(/C=N/NC(=O)Nc2cccc3nsnc23)cc(OC)c1OC,-7%,-8%,0%,?,-4,-9%,-3%
CCC/C=N/O,-1%,3%,-2%,0%,13,7%,.

Next part:
compound,Sm TGR block,Tb PYK inh,AmpC inh detg,AmpC no deterg,HCMV inh,AMA1 RON2 block,LmPK inhibitor
CC1CC(C)CN(S(=O)(=O)c2ccc(C(=O)Nc3nnc(-c4cccs4)o3)cc2)C1 (centres undefined),-6%,3%,-16%,-47%,-70*,175%[activator],9%
CCCN(CCC)S(=O)(=O)c1ccc2c(c1)N(CC(=O)NCc1ccc(F)cc1Cl)C(=O)CS2,0%,1%[15.4 µM],12%,.,?,.,.
COc1ccc(CCNC(=O)CNC(=O)c2ccc3c(c2)OCO3)cc1OC,-7%,-18%,?,7%,57,9%,-2%
O=C(COC(=O)c1ccccn1)NCCCc1ccccc1,6%,-4%,-5%,-12%,16,15%,-2%
CCN(c1cccc(C)c1)S(=O)(=O)c1c(C)[nH]c(C)c1C(=O)N1CCCCC1,10%,1%,-2%,5%,108,5%,0%
CC(=O)c1c(C)[nH]c(C(=O)NCc2cccc(Cl)c2)c1C,-13%,-2%,?,-36%,-1,-6%,4%
COc1cccc(-c2csc(N3CCN(C(=O)C4CCCCC4)CC3)n2)c1,-10%,-22%,-4%,9%,-34,-20%,10%
CCOc1ccc(C(c2c(O)cc(C)n(Cc3ccco3)c2=O)N2CCN(c3ccccc3)CC2)cc1 (centres undefined),3.5µM*,-11%,-2%,.,7,.,.
COc1ccc(CCNC(=O)CSC(=O)c2ccccc2)cc1OC,-27%,-1%,-8%,3%,-60*,-1%,-4%
O=C1c2ccccc2CCCC12N=NCC2c1cccc2ccccc12 (centres undefined),1%,4%,0%,-16%,-12,-22%,-4%

compound,Sm TGR block,Tb PYK inh,AmpC inh detg,AmpC no deterg,HCMV inh,AMA1 RON2 block,LmPK inhibitor
CCn1c(SCC(=O)N2CCc3ccccc3C2)nc2sc(C)c(C)c2c1=O,-3%,1%,1%,-15%,-40,-2%[11.6 µM],0%
O=C(CN1CCc2ccccc2C1)NCc1ccco1,-20%,-12%,4%,0%,18,-1%,-7%
COc1ccc(N(CC(=O)N2CCc3ccccc3C2)S(=O)(=O)c2ccc(C)cc2)cc1Cl,-3%,-5%,-6%,.,-18,.,.
C[C@@H]1CN([C@H](C)CO)C(=O)CCCn2nncc2CO[C@@H]1CN(C)S(=O)(=O)c1ccccc1C#N,.,-6%,.,.,1,12%,.
COc1cc(OC)cc(-c2cc3cc(F)ccc3cn2)c1,.,-24%,.,28%,47,31%[activator],.

By substructure: those above containing an aryl methoxy group.
compound,Sm TGR block,Tb PYK inh,AmpC inh detg,AmpC no deterg,HCMV inh,AMA1 RON2 block,LmPK inhibitor
COc1ccc(S(=O)(=O)N2CCC(C(=O)N[C@@H](C)C(=O)NC3CCCC3)CC2)cc1,-13%,-28%,1%,-15%,-38,-14%,-3%
COc1ccc(NC(=O)CCCc2nnc3n(C(C)C)c(=O)c4sccc4n23)cc1Cl,3%,-7%,15%,.,?,.,.
COc1ccc(-c2cc(-c3ccccc3)nc(SCC(=O)Nc3ccccc3F)c2C#N)cc1,-1%,8%,3%,.,-16,.,.
COc1ccccc1-c1cn[nH]c1-c1ccc(OCc2ccc(F)cc2)cc1O,0%,-4%,4%,7.1µM*,-31,77%[activator],7%
COc1cc(/C=N/NC(=O)Nc2cccc3nsnc23)cc(OC)c1OC,-7%,-8%,0%,?,-4,-9%,-3%
COc1ccc(CCNC(=O)CNC(=O)c2ccc3c(c2)OCO3)cc1OC,-7%,-18%,?,7%,57,9%,-2%
COc1cccc(-c2csc(N3CCN(C(=O)C4CCCCC4)CC3)n2)c1,-10%,-22%,-4%,9%,-34,-20%,10%
COc1ccc(CCNC(=O)CSC(=O)c2ccccc2)cc1OC,-27%,-1%,-8%,3%,-60*,-1%,-4%
COc1ccc(N(CC(=O)N2CCc3ccccc3C2)S(=O)(=O)c2ccc(C)cc2)cc1Cl,-3%,-5%,-6%,.,-18,.,.
COc1cc(OC)cc(-c2cc3cc(F)ccc3cn2)c1,.,-24%,.,28%,47,31%[activator],.

Screening data as filed in PubChem BioAssay.
